# Rv3671c inh: inhibits the M. tuberculosis serine protease Rv3671c | P9WHR9 | inhibition, % at 5.96 µM | 320,000 tested, 0.048% active; in the data active = inhibition above about 38%;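 note: extracellular domain of Rv3671c used as enzyme; 0% = enzyme with DMSO and 100% = no enzyme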
# MazF activator: increases E. coli MazEF RNase cleavage of RNA. P0AE70. FAM/BHQ RNA-DNA oligo cleavage fluorescence, 5 h. activation, % at 20 µM. 350,000 tested, 0.32% active. AID 504720; in the data active = activation above about 50%
# Target sequence (P0AE70 whole entry, looked up): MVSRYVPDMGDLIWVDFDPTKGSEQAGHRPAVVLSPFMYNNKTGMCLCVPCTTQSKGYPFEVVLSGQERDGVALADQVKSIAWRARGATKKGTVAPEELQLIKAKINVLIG
# SSB-PriA inh: inhibitors of Klebsiella pneumoniae PriA binding to SSB C-terminal tail. 430,000 tested, 0.6% active. inhibition, % at 33 µM. AlphaScreen SSBct-PriA binding, biotinylated peptide; in the data active = inhibition mostly above about 37%, no sharp cut-off; inactive = mostly below about 20%;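 note: plate controls were negative control peptide for no effect and reference peptide for full effect; strong numbers were not always called active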
# DUSP3 inh: DUSP3 (human) phosphatase inhibition; P51452; recombinant VHR phosphatase, pNPP absorbance; inhibition, % at 13.3 µM; 290,000 tested, 0.52% active; AID 1654; in the data active = inhibition above about 50%; note: some compounds called inactive have numbers as strong as hits
# BoNT-F LC inh: inhibitors of Botulinum neurotoxin F light chain protease. inhibition, % at 10 µM. 360,000 tested, 0.22% active. Multiplex microsphere protease cleavage assay, flow cytometry; in the data active = inhibition above about 35%, passing the limit was not always enough; inconclusive = no clear call, values can overlap the other calls; note: plate controls were buffer without enzyme for full effect and enzyme alone for no effect
# Anthrax LF prot: anthrax lethal factor protease inhibition | 360,000 tested, 0.12% active | multiplex microsphere protease cleavage assay, LF | inhibition, % at 10 µM | AID 588501; note: plate controls were buffer without enzyme for full effect and enzyme alone for no effect
# Target sequence (P15917 whole entry, looked up): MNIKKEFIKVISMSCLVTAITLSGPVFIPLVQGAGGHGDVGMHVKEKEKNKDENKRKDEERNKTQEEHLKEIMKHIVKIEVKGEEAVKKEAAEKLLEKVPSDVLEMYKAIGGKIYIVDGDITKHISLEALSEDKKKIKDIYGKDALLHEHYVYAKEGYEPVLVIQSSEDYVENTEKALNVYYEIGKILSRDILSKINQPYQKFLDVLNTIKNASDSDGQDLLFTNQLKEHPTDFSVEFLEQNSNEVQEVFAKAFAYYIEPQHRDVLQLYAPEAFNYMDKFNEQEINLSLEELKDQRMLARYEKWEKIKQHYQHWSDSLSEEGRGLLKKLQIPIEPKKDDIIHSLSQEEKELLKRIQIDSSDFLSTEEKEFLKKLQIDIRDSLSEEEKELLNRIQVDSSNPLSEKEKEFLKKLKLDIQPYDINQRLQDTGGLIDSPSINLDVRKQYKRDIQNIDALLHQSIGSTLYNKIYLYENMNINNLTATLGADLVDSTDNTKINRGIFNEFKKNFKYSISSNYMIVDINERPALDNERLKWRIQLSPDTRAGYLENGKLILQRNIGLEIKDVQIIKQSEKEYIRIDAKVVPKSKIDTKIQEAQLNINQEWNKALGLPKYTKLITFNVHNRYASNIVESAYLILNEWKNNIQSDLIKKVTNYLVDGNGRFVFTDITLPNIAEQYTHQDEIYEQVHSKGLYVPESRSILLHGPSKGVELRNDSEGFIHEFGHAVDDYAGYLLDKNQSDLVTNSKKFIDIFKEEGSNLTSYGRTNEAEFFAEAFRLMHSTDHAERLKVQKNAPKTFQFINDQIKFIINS
# CCHFV vOTU inh: blocks the CCHF virus ovarian tumor domain protease. inhibition, % at 11.5 µM. 370,000 tested, 0.55% active. CCHFV vOTU protease, Pep-AMC fluorescence; in the data active = inhibition above about 30%; note: 0% = vehicle wells with enzyme and 100% = no enzyme wells
# BoNT A protease: inhibitors of Botulinum neurotoxin A light chain protease; inhibition, % at 10 µM; 360,000 tested, 0.17% active; multiplex microsphere protease substrate cleavage, flow cytometry; note: plate controls were buffer without enzyme for full effect and enzyme alone for no effect
# PrPC TRFRET: cell surface PrPC inhibition, primary TR-FRET screen; AID 720596; inhibition, % at 13.8 µM; TR-FRET read-out; P04156; 370,000 tested, 0.43% active; in the data active = inhibition above about 24%; note: 0% = median of the test wells and 100% = reference compound wells
# SARS 3CLpro inh: SARS-CoV 3CLpro protease inhibition | inhibition, % at 6 µM | 290,000 tested, 0.14% active | AID 1706 | P0C6X7 | recombinant SARS-CoV 3CLpro, quenched FRET peptide cleavage; in the data active = inhibition above about 12%
# The depositor's hits bear a star; ? = inconclusive; nt = no result given; & = joins results of further samples. Cut-off read from the data, not from the text of the source, unless noted: active = inhibition above about 30%; inconclusive = no clear call, values can overlap the other calls; inactive = below that. These rows are one share of the data. The share of hits here may be higher or lower than overall.
SMILES,Rv3671c inh,MazF activator,SSB-PriA inh,DUSP3 inh,BoNT-F LC inh,Anthrax LF prot,CCHFV vOTU inh,BoNT A protease,PrPC TRFRET,SARS 3CLpro inh
COc1cc(C2NC(=O)NC(C)=C2C(=O)OCc2ccc(C)cc2)cc(OC)c1OC (centres undefined),2,12,-8,9,0,-18,0,-3.9,-2,-4
COc1cc(C(=O)NCC2(c3ccccc3)CCCC2)ccc1OC(C)C,3,-4,-3,61,21,0,4,-2.0,14,-2
CC1CCCCC12NC(=O)N(CC(=O)OCC(=O)c1ccc(OC(F)F)cc1OC(F)F)C2=O (centres undefined),-15,6,-9,-19,0,-4,19,2.7,-4,0
CCOC(=O)C1CCN(S(=O)(=O)c2ccc(C(C)(C)C)cc2)CC1,-1,0,-7,15,0,-6,-4,-0.8,-2,1
Cc1csc(NC(C)c2nc3cc(C(F)(F)F)ccc3n2CCOCCO)n1 (centres undefined),2,7,-2,nt,3,9,-4,0.5,-2,nt
Cc1ccc(C23CC4CC(CC(CC(=O)N5CCOCC5)(C4)C2)C3)cc1,-4,-5,-1&-9,22,-9,-1,3,0.4,-3,4
CN(c1nc2ccccc2n2c(C3CC3)nnc12)S(=O)(=O)c1ccccc1,-5,14,2,23,-1,-6,12,-0.2,3,-2
COc1ccc(C(=O)N(CCc2ccccc2)Cc2ccccc2)c(OC)n1,1,10,-10,-2,?,-21,1,-0.2,-1,5
Cc1ccc2c(c1)C1CN(C)CCC1N2S(=O)(=O)c1cccc(C(F)(F)F)c1 (centres undefined),-5,4,4,nt,5,-1,23,2.8,5,nt
CC(C)(Cc1ccccc1)/[N+]([O-])=C\c1ccc(C(F)(F)F)cc1,8,3,-14,nt,-8,-5,-2,-0.5,-2,nt
O=C(C[n+]1ccc(C(=O)NCc2ccccc2)cc1)c1ccc(OC(F)F)cc1,2,10,-4,0,-4,2,9,0.7,-14,-1
Cc1cccc(-c2ocnc2C(=O)N2CCN(C(=O)c3cccs3)CC2)c1,-8,-2,-6,31,-1,0,-2,-0.3,2,1
Cc1cccc(-n2c(O)c(C=NCCCN3CCOCC3)c3ccccc3c2=O)c1,-3,10,-4,-5,10,-6,4,0.2,-14,-4
Nc1nnc(SCc2ccccc2)n1-c1ccccc1,-8,2,-1,0,9,-13,2,?,7,-5
CC1(C)OC2C(O1)[C@@H](CO)O[C@H]2n1cnc2c(N)ncnc21 (some centres undefined),4,9,-5,8,?,1,10,-0.8,-2,2
O=C(CN1CCN(C(=O)c2ccco2)CC1)Nc1cc(C(F)(F)F)ccc1Cl,-5,9,-1,8,-3,-5,nt,-0.2,nt,-1
COc1ccc2cc3c(N)c(C(=O)N4CCCC4)sc3nc2c1,8,-1,2,-5,nt,nt,-20,nt,-27,0
CN(CC(=O)Nc1ccc(F)cc1)CC(=O)N1CCCCCC1,2,-11,6,nt,2,3,2,0.1,5,nt
CCN(C(=O)COC(=O)c1c(-c2ccccc2)noc1C)c1c(N)n(Cc2ccccc2)c(=O)[nH]c1=O,-1,4,13,-6,1,0,8,-0.6,7,-5
CCOC(=O)C(C)Sc1nc(N2CCOCC2)c2c(c1C#N)CC(C)(C)OC2 (centres undefined),-3,-3,2,nt,nt,nt,0,nt,-1,nt
COc1ccc(Cl)cc1-n1c(=S)sc2c(=O)[nH]c(SCC(=O)NCCC(C)C)nc21,nt,-3,0,-41,?,-3,3,-4.9,8,3
COc1ccc(CCNC(=O)c2cc(-c3cc(C)c(C)cc3O)n[nH]2)cc1OC,-4,0,-20,14,0,-2,-5,0.4,-1,1
OCCN=C1CCCc2c1[nH]c1ccc(Br)cc21,1,2,-5,10,-4,1,3,2.3,-4,1
CCCOc1ccc(Oc2ccc(S(=O)(=O)N3CCN(C)CC3)cn2)cc1,10,2,-5,nt,2,-2,19,0.3,8,nt
Cc1ccc(-c2nc(NCCCO)c3ccccc3n2)cc1,4,7,0,-8,?,9,-6,0.2,2,5
COc1ccc([N+](=O)[O-])cc1NC(=O)C1(c2ccc(OC)c(OC)c2)CCOCC1,8,6,-9,16,-2,-2,-7,-1.3,-9,-1
COc1cccc(-c2nc(NC3CCCC3)c3ccccc3n2)c1O,1,2,7,-14,-10,-6,4,-1.5,12,3
CC(C)(C)C(=O)N1CCN(S(=O)(=O)c2ccc3c(c2)OCCCO3)CC1,5,1,-4,nt,14,2,-1,2.5,9,nt
Cc1cc(=O)oc2cc3c(cc12)OCO3,-5,-2,6,-8,9,-2,-249,-0.8,-6,-3
CCCCCCOC(=O)Nc1ccc(S(=O)(=O)Nc2cccc([N+](=O)[O-])c2)cc1,-53,-9,2,2,8,0,-2,0.6,-1,0
O=C(c1ccccc1)N1N=C(C(F)(F)F)CC1(O)c1ccccc1O (centres undefined),nt,4,-3,39,?,3,16,0.4,6,1
Oc1[nH]c2ccccc2c1N=Nc1ccccc1Cl,nt,17,-16,nt,-1,-7,-6,-0.3,-2,nt
Cc1cc(=O)[nH]c2nc3ccccc3n12,nt,4,nt,nt,-3,1,-14,0.3,2,nt
Cc1ccccc1S(=O)(=O)N(C)C[C@H]1OCc2cnnn2CCCC(=O)N([C@H](C)CO)C[C@H]1C,nt,-4,nt,nt,10,1,-6,0.5,-8,nt
Cc1ccccc1NC(=O)C1CCCN1S(=O)(=O)c1cccc2cccnc12 (centres undefined),-9,3,-1,44,-13,-17,nt,-0.4,nt,-4
CC(C)OCCCNC(=O)[C@H]1N2C(=O)c3ccccc3C2SC1(C)C (some centres undefined),-7,4,-2,14,-8,6,-13,1.0,-2,-1
Cc1ccccc1OC(C)C(=O)Nc1ccc(S(=O)(=O)Nc2nccs2)cc1 (centres undefined),-9,-23,4,30,-6,-1,-6,-0.5,2,-7
c1ccc(CN2Cc3ccccc3-n3nncc3C2)nc1,nt,3,nt,nt,1,3,12,-0.1,-1,nt
CCOCCCn1c(SCC(=O)Nc2ccccc2OC)nc2ccccc2c1=O,3,-3,-4,9,?,1,-3,-1.9,9,3
Cc1cccc(NC(=S)NC2CCCCC2)n1,-7,-1,13,26,-2,-2,-4,0.4,2,0
COc1cccc(N2CCN(c3cnc4ccccc4n3)CC2)c1,-2,-2,-13,16,4,-3,-8,-0.5,-4,3
Cn1c(N)c(C(=O)COC(=O)c2ccc(Br)o2)c(=O)n(C)c1=O,5,1,-17,21,-2,-4,-6,-0.5,-5,0
CN1CCC(=NOc2ccc([N+](=O)[O-])cc2)CC1,-4,14,-16,21,-2,3,0,0.6,-10,4
CCCn1nc(C(=O)Nc2ccc3nc(C)sc3c2)c2ccccc2c1=O,-10,0,-2,-4,-2,1,8,1.4,7,4
COCc1nnc(NS(=O)(=O)c2ccc(NC(C)=O)cc2)s1,2,0,-2,14,-6,2,12,0.0,-2,-3
O=C1NC(c2cccnc2)Nc2sc3c(c21)CCCC3 (centres undefined),-3,-2,4,9,-6,4,-10,-1.3,-6,-1
COc1ccc(N2CCN(C(=O)COC(=O)COc3ccc(C#N)cc3)CC2)cc1,1,5,5,nt,7,-1,11,0.4,-9,nt
C[C@@H]1CN([C@H](C)CO)C(=O)c2cc(NC(=O)C3CCCCC3)ccc2O[C@@H]1CN(C)Cc1ccncc1,3,4,-11,nt,6,-9,6,0.4,-1,nt
Cn1ccc2c(-c3ccc(F)cc3F)cc3c(c21)C1CCC3C1 (centres undefined),nt,nt,nt,nt,-12,7,-2,16,1,nt
CN(CC(=O)Nc1ccc(Cl)c(C(F)(F)F)c1)C(=O)CCc1nc2ccccc2c(=O)[nH]1,1,-49,-2,nt,-12,5,-10,1.8,0,nt
CCCNC(=O)c1oc2ccc3c(c2c1C)C(=O)CC(C)(C)O3,8,-3,9,-8,17,-2,-25,1.0,-7,4
COc1ccc(CN2CN(S(=O)(=O)c3ccccc3)c3nc4ccccc4nc32)cc1,-9,-3,0,5,0,1,21,-0.1,5,0
CCOc1ccc(OCCC(=O)NNC(=O)c2cc(OC)c(OC)c(OC)c2)cc1,-9,3,-7,nt,1,-1,-5,1.2,-5,nt
Cc1c(CNCC(C)c2ccccc2)c(C(=O)O)c(C)n1Cc1ccccc1 (centres undefined),-7,5,-14,12,4,-2,16,0.3,6,2
Cc1cc(C(=O)NC2CCCc3c2cnn3-c2ccc(C(C)(C)C)cc2)n[nH]1 (centres undefined),-8,7,-9,2,-4,-1,7,-0.6,2,13*
CCOC(=O)Cn1c(S(=O)(=O)Cc2cccc(F)c2)nc(-c2ccccc2)c1-c1ccccc1,-12,8,-8,-11,-2,-5,5,-0.4,-6,-4
CCOc1ccc2c(c1)C(c1ccc(C)o1)=NNC(c1ccncc1)=N2,2,6,5,14,-6,-6,9,-0.2,-3,8
CCOC(=O)C(=CNc1ccc2c(c1)CCN2C(C)=O)C(=O)OCC,4,5,2,18,?,-2,4,-3.0,6,-3
O=C(O)C1CCN(C(=O)OCc2ccccc2)CC1,-4,-11,-10,22,2,8,nt,-0.2,nt,-4
CN(C)/N=C/C=C1\CC/C(=C\c2ccc(F)c(F)c2)C1=O,1,-61,nt,nt,4,3,12,0.5,-5,nt

# Structural class, those above containing a COOH group.
SMILES,Rv3671c inh,MazF activator,SSB-PriA inh,DUSP3 inh,BoNT-F LC inh,Anthrax LF prot,CCHFV vOTU inh,BoNT A protease,PrPC TRFRET,SARS 3CLpro inh
Cc1c(CNCC(C)c2ccccc2)c(C(=O)O)c(C)n1Cc1ccccc1 (centres undefined),-7,5,-14,12,4,-2,16,0.3,6,2
O=C(O)C1CCN(C(=O)OCc2ccccc2)CC1,-4,-11,-10,22,2,8,nt,-0.2,nt,-4

# Going on with the list:
SMILES,Rv3671c inh,MazF activator,SSB-PriA inh,DUSP3 inh,BoNT-F LC inh,Anthrax LF prot,CCHFV vOTU inh,BoNT A protease,PrPC TRFRET,SARS 3CLpro inh
CCc1nc(C)cn1S(=O)(=O)c1ccc(Cl)c(Cl)c1Cl,-3,-3,-12,-29,-11,-3,-4,-1.0,-2,0
O=C(c1cnn2c(C(F)(F)F)cc(-c3ccccc3)nc12)N1CCOCC1,6,-1,-12,22,5,2,9,1.0,2,6
Cc1ccc(-c2ccc(/C=N/N3C(=O)C4C5C=CC(CC5)C4C3=O)o2)c([N+](=O)[O-])c1 (centres undefined),3,2,nt,6,-14,-6,7,-0.7,-10,2
CCOC(=O)C1CCN(S(=O)(=O)c2cn(C)cn2)CC1,9,1,14,-9,-8,2,-4,0.7,1,-2
O=C(O)c1ccccc1SC1CC(=O)N(c2ccc3c(c2)OCO3)C1=O (centres undefined),-12,8,1,17,-2,-7,-11,-0.2,-5,1
Cc1ccc(S(=O)(=O)N2C=CC(C(F)(F)F)=NCC2)cc1,4,-6,-5,32,15,4,5,1.4,1,1
CCC(=O)N1CCN(c2nnc(-c3ccccc3)c3ccccc23)CC1,0,9,-13,28,20,13,-6,1.6,5,2
CN(C)S(=O)(=O)c1cccc(NC(=S)N2CCCCC2CO)c1 (centres undefined),-4,2,1,9,-4,0,-13,-0.2,-3,2
COc1ccc(C(=O)Nc2ccc3nc(N4CCCCC4)cc(C)c3c2)c(OC)c1,6,nt,nt,-2,nt,nt,-8,nt,6,-3
COc1cc(-c2nc3cnccn3c2Nc2ccc(C)cc2)ccc1O,3,8,6,-16,-9,-1,4,-0.8,-6,2
O=C(CN1CCC(NC(=O)c2ccc(Br)cc2)CC1)NCc1cccs1,-2,1,6,-10,2,-1,3,0.5,8,3
CCCC(C)(C)C(=O)N1CCC1(C)C(=O)Nc1ccc(OC)c(OC)c1 (centres undefined),nt,nt,nt,nt,4,3,4,-0.2,-1,nt
Cc1ccc(NC(=O)CN(C)C(=O)c2cc(C)on2)cc1,-3,-3,-5,nt,8,0,-4,3.6,1,nt
Cn1cccc1C(=O)NC(=O)COC(=O)CNS(=O)(=O)c1ccc(Br)cc1,-4,8,-4,6,-5,-5,-7,0.9,3,5

# High-throughput results: PubChem BioAssay, several laboratories
